High-throughput results (PubChem)
Runt-SMMHC FRET = inhibitors of human RUNX1 Runt domain binding to CBFb-SMMHC; Cerulean-Runt/Venus-CBFb-SMMHC FRET ratio 530/480, 1 h; inhibition, % at 20 µM; Q01196+Q13951; 0.74% of 220,000 active;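 active = mean inhibition across duplicate retests at 20 µM reaching about 50%, limit read from the data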;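 also: 0% = DMSO wells and 100% = wells with excess untagged CBFb-SMMHC; inhibitors lower the FRET ratio by blocking Runt binding to CBFb-SMMHC; some results filed as inactive read as strong as hits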
14-3-3 Bad inh = disrupts binding of bovine 14-3-3 zeta to phospho-Bad peptide | P63103 | TR-FRET 14-3-3zeta/Dy647-pBad peptide displacement, 1 h | inhibition, % at 21.7 µM | 0.71% of 220,000 active;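 active = inhibition above about 70%, limit read from the data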;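 also: 0% = full 14-3-3 plus peptide FRET controls and 100% = background without 14-3-3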
Target sequence (P63103 whole entry, looked up): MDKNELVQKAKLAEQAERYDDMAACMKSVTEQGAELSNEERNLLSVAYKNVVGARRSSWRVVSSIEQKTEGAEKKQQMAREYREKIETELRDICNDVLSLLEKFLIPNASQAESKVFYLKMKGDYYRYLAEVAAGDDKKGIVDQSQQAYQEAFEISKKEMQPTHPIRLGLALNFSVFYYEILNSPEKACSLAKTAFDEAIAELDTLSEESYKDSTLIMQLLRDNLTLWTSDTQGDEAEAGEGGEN
Runt-CBFb FRET = blocks binding of human RUNX1 Runt domain to CBFb; inhibition, % at 20 µM; 0.46% of 220,000 active; Q01196+Q13951; Cerulean-Runt/Venus-CBFb FRET ratio 530/480, 1 h;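 active = inhibition over about 50% at 20 µM in the single-dose screen, limit read from the data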;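 also: 0% = DMSO wells and 100% = excess unlabeled CBFb competitor control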
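Assay system: Cerulean-tagged RUNX1 Runt domain (FRET donor) fusion protein / Amount: 100 nM each of Venus-CBFb and Cerulean-Runt domain / Medium: Tris buffer pH 7.5 with salts and BSA / Also added: Venus-CBFb 100 nM / Schedule: 1 h complex formation plus 1 h compound treatment, room temperature / Signal: FRET fluorescence / Read-out: loss of energy transfer signal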
FXIa inh = blocks human coagulation factor XIa protease activity. P03951. inhibition, % at 5 µM. 0.14% of 220,000 active. purified FXIa, Boc-Glu-Ala-Arg-AMC fluorogenic substrate. AID 798;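 active = inhibition of at least 40%; inactive = inhibition below 40%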;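 also: fluorescence of freed AMC excited at 355 nm; 0% = enzyme without compound and 100% = no enzyme blank; many of its hits are not listed in these tables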
Wee1 stabilizer = inhibitors of human Wee1 degradation; P30291; AID 1321; 1.2% of 220,000 active; HeLa Luc-Wee1K328M stability, luciferase luminescence; 100% = proteasome inhibitor MG132 effect; reporter increase, % at 5 µM;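 active = activation above the mean of all tested compounds plus 3 SD, set per screening run, cut at about 8.8% in these data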;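 also: cells exposed to compound for 20 h before luminescence read; 0% = DMSO alone and 100% = MG132 at 30 µM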
Thrombin inh = thrombin (human) inhibition; inhibition, % at 5 µM; alpha-thrombin, Boc-VPR-AMC fluorogenic substrate cleavage; P00734; 0.26% of 220,000 active; AID 1046;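 active = inhibition at or above 40%; inactive = inhibition below 40%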;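 also: 0% = enzyme with no compound and 100% = wells without enzyme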
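Test system: human alpha-thrombin; medium: pH 7.5 Tris-saline with Tween 20; times: reaction at room temperature; signal: AMC fluorescence at 355 nm excitation and 460 nm emission; also added: Boc-VPR-AMC substrate, 15 µM final; dosing: one concentration per compound, 5 µM, with 0.2% DMSO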
Hck-Nef inh = human Hck-Nef kinase inhibition; P08631; Recombinant Hck-YEEI plus Nef, Z-Lyte FRET kinase assay; inhibition, % at 20 µM; 0.68% of 220,000 active; AID 463187;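 active = Hck-Nef kinase inhibition above about 50%, limit read from the data; inactive = inhibition below that limit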;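 also: 0% = DMSO with Hck plus Nef and 100% = Hck alone without Nef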
FXIIa inh = factor XIIa (human) inhibition. inhibition, % at 5 µM. purified FXIIa, Boc-QGR-AMC fluorogenic substrate, 2 h. 0.3% of 220,000 active. P00748; in the data active = inhibition above about 40%;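 also: 0% = enzyme with no compound and 100% = blank without enzyme; many of its hits are not listed in these tables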
Target sequence (P00748 20-372 limits assumed): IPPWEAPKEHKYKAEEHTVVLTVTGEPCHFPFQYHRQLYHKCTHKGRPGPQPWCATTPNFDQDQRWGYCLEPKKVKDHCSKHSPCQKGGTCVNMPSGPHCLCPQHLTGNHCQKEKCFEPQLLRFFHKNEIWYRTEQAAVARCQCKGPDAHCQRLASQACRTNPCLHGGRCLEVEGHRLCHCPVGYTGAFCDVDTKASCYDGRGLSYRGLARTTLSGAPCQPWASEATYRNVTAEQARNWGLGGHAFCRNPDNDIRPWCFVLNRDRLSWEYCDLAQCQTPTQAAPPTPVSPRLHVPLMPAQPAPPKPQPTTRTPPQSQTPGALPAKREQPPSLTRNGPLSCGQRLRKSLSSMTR
Target sequence (P00748 373-615 limits assumed): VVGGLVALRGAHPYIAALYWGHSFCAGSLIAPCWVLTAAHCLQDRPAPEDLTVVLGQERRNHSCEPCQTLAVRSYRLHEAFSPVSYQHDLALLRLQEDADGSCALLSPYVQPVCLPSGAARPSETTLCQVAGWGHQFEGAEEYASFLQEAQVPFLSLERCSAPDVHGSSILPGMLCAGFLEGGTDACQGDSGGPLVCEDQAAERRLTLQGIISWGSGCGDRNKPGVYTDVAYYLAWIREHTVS
hK5 inh = blocks human kallikrein 5 protease activity | Q9Y337 | AID 873 | recombinant hK5, fluorogenic AMC substrate cleavage | inhibition, % at 5 µM | 0.59% of 210,000 active;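 active = inhibition of 40% or more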;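 also: 0% = enzyme controls without compound and 100% = no-enzyme blanks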
Target sequence (Q9Y337 67-293 limits assumed): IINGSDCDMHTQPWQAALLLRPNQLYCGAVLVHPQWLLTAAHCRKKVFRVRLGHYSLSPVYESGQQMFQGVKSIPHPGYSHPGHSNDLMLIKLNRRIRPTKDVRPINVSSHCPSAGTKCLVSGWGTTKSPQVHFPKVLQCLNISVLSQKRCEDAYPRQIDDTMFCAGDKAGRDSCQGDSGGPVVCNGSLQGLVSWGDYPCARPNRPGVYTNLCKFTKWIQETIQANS
* hit, by the source's call; . = not tested or not shown; [ ] = another dose, or the depositor's remark.

SMILES	Runt-SMMHC FRET	14-3-3 Bad inh	Runt-CBFb FRET	FXIa inh	Wee1 stabilizer	Thrombin inh	Hck-Nef inh	FXIIa inh	hK5 inh
CCc1nc(NCCC(C)C)c(C#N)c2c1CCCC2	2	-3	-4	2	-3	-8	8	8	-36
CNS(=O)(=O)c1cc(OC)c(OC)cc1CC(=O)OC	2	-5	0	0	-1	-2	21	8	-2
NC1=NCc2ccccc21	4	19	-2	4	2	10	0	13	36
Cc1sc(NC(=S)Nc2ccc(F)cc2)c(C(N)=O)c1C	16	-21	44	-3	-3	-5	25	4	-4
Nc1nc(Cl)cc(N2CCC(c3cc(-c4ccc(Cl)cc4)n[nH]3)CC2)n1	-5	8[fluorescence artefact?]	-1	-5	-2	-7	0	-10	-4
COc1ccc(CC(=O)NCc2ccccc2Cl)cc1S(=O)(=O)N1CCOCC1	.	-1	.	-1	1	-1	-1	6	-6
CC(C)(C)c1csc(Sc2ncccc2[N+](=O)[O-])n1	4	-6	0	-3	-3	-13	1	1	-11
Cc1ccccc1Cn1c2ccccc2c2cn[nH]c(=O)c21	2	-3	-1	-1	-1	2	1	10	-1
COC(=O)c1ccc(-c2nc(O)c(C)s2)cc1	-29	-20	17	11	-1	-2	20	5	-1
CN1CCN(S(=O)(=O)c2ccc(NC(=O)c3ccc(F)cc3)cc2)CC1	-2	-13	0	-1	1	-4	6	12	-4
O=C(NNc1nc2c(F)cccc2s1)c1cc(=O)c2ccccc2o1	-31	-21	3	1	0	2	6	4	-3
CC1(C)CC(=O)C=C(NNC(=O)c2cccnc2)C1	-3	-5	-7	20	-1	21	-8	29	65*
N#Cc1ccc(C(=O)Nc2nc(-c3cccs3)c(C(=O)C(F)(F)F)s2)cc1	16	4	6	2	7	3	-7	7	3
CCOC(=O)c1c(-c2ccc(F)cc2)csc1NC(=O)C1CC=CCC1C(=O)O (stereo not drawn)	3	6	11	-9	2	17	2	18	27
COc1ccc(-c2cc(C(=O)N3CCN(Cc4ccccc4)CC3)no2)cc1OC	-3	2	-3	-8	-1	-7	1	-11	-2
O=C(NCc1ccccc1)c1c[nH]c2ccc(S(=O)(=O)Nc3ccc4c(c3)OCCO4)cc2c1=O	0	24	0	0	-1	-7	-1	3	-19
CCOc1ccccc1Nc1nnc(SCC(=O)Nc2cccc(S(=O)(=O)NC3=NCCCCC3)c2)s1	-4	1	-1	-3	0	-8	0	7	-9
Cc1ccc(C(=O)O)cc1NC(=O)CSc1ncnc2sc3c(c12)CCC3	-2	-12	-3	-3	4	-10	17	5	-2
O=C(Nc1nncs1)c1ccccc1NS(=O)(=O)c1cccs1	-4	20	1	-5	0	-3	10	2	-3
CC(=O)OCCn1c(=O)c2cc3c(=O)n(CCOC(C)=O)c(=O)c3cc2c1=O	3	-1	-1	-2	1	5	1	12	-11
CCOC(=O)C1CCN(C(c2cc(OC)c(OC)c(OC)c2)c2sc3nc(C)nn3c2O)CC1 (stereo not drawn)	-1	4	1	-6	2	-5	-6	17	-3
CC1(C)NC(=O)N(CCOCCOc2c(Cl)cc(Cl)cc2Cl)C1=O	5	1	2	1	0	-1	-21	11	-12
Cn1cc(CN2CCC(CO)(CCCc3ccccc3)CC2)c(-c2ccccc2)n1	-5	-1	4	-2	1	-4	24	7	-3
CC(C)=CCN1CCN(Cc2ccc(C#CC(C)(C)O)s2)CC1CCO (stereo not drawn)	0	-7	1	0	-5	-12	25	6	6
O=C1CCC(=O)N1CNc1ccccn1	0	-3	1	-9	0	3	9	20	7

Copied from the list.
Runt-CBFb FRET with Cc1ccccc1Cn1c2ccccc2c2cn[nH]c(=O)c21 reads -1
Runt-CBFb FRET with NC1=NCc2ccccc21 reads -2

(more compounds)
SMILES	Runt-SMMHC FRET	14-3-3 Bad inh	Runt-CBFb FRET	FXIa inh	Wee1 stabilizer	Thrombin inh	Hck-Nef inh	FXIIa inh	hK5 inh
COc1ccccc1N1CCN(CC(=O)N(CC(C)C)c2c(N)n(CC(C)C)c(=O)[nH]c2=O)CC1	5	-3	-2	1	3	-2	3	11	2
COc1ccccc1/C=C1\SC(=S)N(Nc2nc(C)cc(C)n2)C1=O	-8	4	2	10	-3	12	3	23	15
CCOC(=O)c1c[nH]n(-c2ccccc2)c1=O	-2	2	-1	2	-3	-4	7	10	.
Cc1nc2ccccc2n1S(=O)(=O)c1ccc(Br)cc1	4	17	-2	3	4	-6	2	7	-6
O=C(Cc1ccc(Cl)cc1)N/N=C/c1ccccc1	.	-11	.	2	-2	-5	22	13	7
FC(F)(F)c1cccc(Cc2noc(CN3CCCC3)n2)c1	-4	-7	-1	16	4	18	-9	32	.
O=C1/C(=C\c2ccco2)CCC/C1=C\c1ccco1	2	-13	28	5	-1	-7	9	12	-19
CCOC(=O)CC(NC(=O)c1cccc2c1C(=O)N(Cc1cccnc1)C2)c1ccc(OC(C)C)cc1 (stereo not drawn)	-7	-4	-8	-4	-3	-8	4	4	.
O=C(c1cccs1)N1CCN(Cc2nc3ccccc3c(=O)[nH]2)CC1	2	-3[fluorescence artefact?]	0	2	1	4	-16	12	-11
CCOc1ccc(NC(=O)Nc2cc(OCC(F)(F)F)cc(OCC(F)(F)F)c2)cc1	2	-3[fluorescence artefact?]	2	-1	-1	-7	1	11	-8
COc1cc(/C=C/C(=O)OCC(=O)Nc2ccc(C)cc2[N+](=O)[O-])ccc1O	-6	35	-2	-7	6	1	60*	-4	-29
C=CCN1C(=O)/C(=C\c2ccco2)C(C(=O)OC)=C1C	-6	24	2	16	-3	11	1	14	-10
Cc1cccc(OCC(=O)NNC(=O)c2cccs2)c1	2	-7	-1	-6	2	-3	-9	0	-34
CCN(CC)CCN1C(=O)c2oc3ccccc3c(=O)c2C1c1ccc(F)cc1 (stereo not drawn)	-4	6	0	5	-2	-5	-1	13	-15
CC(C)c1nc(N2CCN(C(=O)c3ccccc3)CC2)c(C#N)c2c1COC(C)(C)C2	-2	-8	-4	-2	0	0	1	9	0
NS(=O)(=O)c1ccc(NC(=S)Nc2ccn(Cc3cccc4ccccc34)n2)cc1	-4	-12	0	0	2	3	2	4	.
COc1cccc(-c2ccc(C#N)c(SCC(=O)NCc3ccco3)n2)c1	-1	0	5	-4	4	-7	25	6	-1
O=C(Nc1ccccc1)c1ccc(Br)c(S(=O)(=O)Nc2cccnc2)c1	1	9	1	4	-1	1	3	12	4
CCOC(=O)COc1ccc2c(C#N)c3ccccn3c2c1	92*	-9	20	-3	0	-1	-10	12	-8
CC1(C)Cc2cccc(OCC(=O)Nc3nccs3)c2O1	-2	-3	0	0	0	-6	0	5	-8
C/C(=N\NC(=O)COc1ccc(C(C)(C)C)cc1)c1cc2ccccc2o1	0	-6	-5	3	1	-9	2	10	-12
O=C1c2ccccc2C(=O)N1CC(O)COCc1ccccc1 (stereo not drawn)	-3	-3	5	5	6	1	1	13	-8
O=C(C(=O)N1CCc2ccccc2C1)c1cn(CC(=O)N2CCOCC2)c2ccccc12	-7	-7	-1	3	0	-2	1	4	12
CC(C)COC(=O)C1C(=O)CC(C)(O)C(C(=O)OCC(C)C)C1c1cccnc1 (stereo not drawn)	1	9	0	-6	-1	-6	1	3	-2
CCc1nc(N)c(C#N)c(-c2cccc3ccccc23)c1C	5	-1	0	7	-2	1	7	9	-6

Three compounds out of the list, sorted by molar mass, ascending.
SMILES	Runt-SMMHC FRET	14-3-3 Bad inh	Runt-CBFb FRET	FXIa inh	Wee1 stabilizer	Thrombin inh	Hck-Nef inh	FXIIa inh	hK5 inh
O=C(c1cccs1)N1CCN(Cc2nc3ccccc3c(=O)[nH]2)CC1	2	-3[fluorescence artefact?]	0	2	1	4	-16	12	-11
O=C(Nc1ccccc1)c1ccc(Br)c(S(=O)(=O)Nc2cccnc2)c1	1	9	1	4	-1	1	3	12	4
CCOC(=O)CC(NC(=O)c1cccc2c1C(=O)N(Cc1cccnc1)C2)c1ccc(OC(C)C)cc1 (stereo not drawn)	-7	-4	-8	-4	-3	-8	4	4	.

Next structures
SMILES	Runt-SMMHC FRET	14-3-3 Bad inh	Runt-CBFb FRET	FXIa inh	Wee1 stabilizer	Thrombin inh	Hck-Nef inh	FXIIa inh	hK5 inh
COc1ccc(NC(=O)CCCn2c(=O)c3sccc3n(Cc3cccc(C)c3)c2=O)cc1	0	1	-2	7	0	3	3	11	-6
CCN(CC)C(=O)c1sc(NC(=O)Cc2ccccc2)c(C#N)c1C	3	-14[fluorescence artefact?]	-2	15	1	23	8	18	41*
O=C(CN(Cc1ccco1)C(=O)c1nsc(Cl)c1Cl)NC1CCCCC1	2	-4	0	2	-1	-1	27	10	21
Cc1ccc(C(C)C)c(OCC(=O)Nc2ccccc2N2CCN(C)CC2)c1	3	2[fluorescence artefact?]	-4	2	2	-3	3	14	-1
Cc1occc1C(=O)Nc1ccc2c(c1)OCCO2	-7	-5[fluorescence artefact?]	4	1	1	1	6	10	0
O=C(NCCCNCc1ccccc1)c1ccc(/C=N/O)nc1	-38	3	2	2	11*	-25	2	-2	-2
Cc1nn(CC(=O)NCc2ccccc2)c(C)c1[N+](=O)[O-]	4	-4[fluorescence artefact?]	0	-6	-2	-7	-2	1	-5
CCOc1cccc(SCc2noc(C(=O)NC(C)C)c2C(=O)O)c1	2	20	0	-7	1	-7	0	6	-24
Cc1ccc(C(C(=O)NC(C)(C)C)N(Cc2cccnc2)C(=O)C(=O)NC2CCCCC2)o1 (stereo not drawn)	-2	23	2	-6	0	-10	26	5	0
Cc1ccc(C)c(NC(=O)CNS(=O)(=O)c2ccccc2)c1	0	-7	0	1	-1	-14	6	-2	-4
Cc1ccc(OCC(=O)N2CCCC(CCC(=O)N(C)CCc3ccccn3)C2)cc1 (stereo not drawn)	-4	-1	1	-5	0	-12	21	7	-3
Cc1ccc(NC(=O)CC2S/C(=N/c3nccs3)N(C)C2=O)cc1C (stereo not drawn)	2	-1[fluorescence artefact?]	1	1	-1	0	8	10	0
O=C(O)c1nc(N2CCOCC2)nc(N2CCOCC2)n1	3	-8	-1	-1	-2	1	-3	14	-11
Cc1ccccc1-c1c(C)oc2cc(O)ccc2c1=O	2	0	-2	-4	-3	-1	6	6	-8
NCCc1nnc(SCc2c(Cl)cccc2Cl)o1	-1	-9	1	-6	-3	-8	23	-2	-7
O=C(Nc1ccc2c(c1)OCO2)c1ccc(=O)[nH]n1	-4	1	-1	2	-2	4	25	11	2
CC(C)N1CC(O)=C(c2ccccc2)C1=N	1	30	-1	1	4	0	0	14	13
CCOC(=O)C1=C(c2ccccc2)NC(SC)=C(C#N)C1c1ccco1 (stereo not drawn)	0	-11[fluorescence artefact?]	-2	-9	-1	-6	1	-8	8
O=C(Cn1nc(-c2ccc(Cl)cc2)ccc1=O)NCCCN1CCN(Cc2ccccc2)CC1	1	1	-1	6	-2	-7	-2	2	-5
CC(Oc1cc(Cl)ccc1Cl)C(=O)N/N=C\c1ccnn1C (stereo not drawn)	-1	-1	-2	6	4	12	-1	17	11
Cn1c(=S)[nH]c(=O)c2ncc(=O)[nH]c21	-1	6	-1	-2	1	-3	21	8	1
OCCOCCOc1cccc2[nH]ccc12	4	-3	-1	-7	0	-1	2	4	-7
CCOc1ccc(CN=C(N)N=C(N)N)cc1Cl	1	16[fluorescence artefact?]	1	-11	0	-1	4	10	-22

Rows were taken by chance. About 4.2% of those tested had a hit in this group.
